# From PubChem
# TAAR1 antag – human TAAR1 antagonism | Q96RJ0 | CHO RD-HGA16 TAAR1, Fluo-8 calcium fluorescence, antagonist | inhibition, % at 3 µM | 360,000 tested, 1.5% active;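 active means inhibition above a per-plate cutoff, the mean inhibition of test compounds on that plate plus 3 SD, cut at about 49% in these data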;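 further: 0% = DMSO plus EC80 beta-PEA response and 100% = DMSO alone without agonist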
#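 Test system: hTAAR1-expressing CHO RD-HGA16 cells, Gα16-coupled; Probe or stimulus: EC80 β-phenethylamine stimulus; Compound dosing: single nominal final test compound concentration of 3 µM; Timing: 140 s kinetic read after compound, 140 s after agonist; Signal: Fluo-8 calcium-sensitive fluorescence; Measure: % inhibition of agonist calcium response; Controls: DMSO and EC80 PEA controls.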
# CHO-K1 Ca PAM – nonselective activator or artifact in parental CHO-K1 calcium assay; 360,000 tested, 0.02% active; AID 602247; activation, % at 3 µM; ATP EC20, Fluo-8 calcium fluorescence; 0% at ATP EC20, 100% at ATP max;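 active means activation above the run cutoff, the mean activation of all test compounds plus 3 SD, cut at about 40% in these data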;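 further: peak over basal fluorescence ratio in a 140 s read after ATP addition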
# CRFR2-BP antag – antagonists of CRF-binding protein/CRF-R2 receptor complex; HEK293 CRF-R2/CRF-BP, CRF-induced calcium fluorescence; inhibition, % at 11.8 µM; 350,000 tested, 0.59% active; AID 588475;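 active means inhibition of the ligand-induced calcium signal above about 50% at the single tested concentration, limit read from the data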
# CHRM5 antagonist – CHRM5 antagonism in calcium assay. P08912. CHO-hM5 cells, Fluo-8 calcium fluorescence, ACh EC80. inhibition, % at 3 µM. 360,000 tested, 0.59% active. AID 624040;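 active means inhibition above a per-plate cutoff, the mean of that plate's test compounds plus 3 SD, cut at about 27% in these data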;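 further: 0% = acetylcholine EC80 with DMSO and 100% = DMSO without agonist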
# Target sequence (P08912 whole entry, looked up): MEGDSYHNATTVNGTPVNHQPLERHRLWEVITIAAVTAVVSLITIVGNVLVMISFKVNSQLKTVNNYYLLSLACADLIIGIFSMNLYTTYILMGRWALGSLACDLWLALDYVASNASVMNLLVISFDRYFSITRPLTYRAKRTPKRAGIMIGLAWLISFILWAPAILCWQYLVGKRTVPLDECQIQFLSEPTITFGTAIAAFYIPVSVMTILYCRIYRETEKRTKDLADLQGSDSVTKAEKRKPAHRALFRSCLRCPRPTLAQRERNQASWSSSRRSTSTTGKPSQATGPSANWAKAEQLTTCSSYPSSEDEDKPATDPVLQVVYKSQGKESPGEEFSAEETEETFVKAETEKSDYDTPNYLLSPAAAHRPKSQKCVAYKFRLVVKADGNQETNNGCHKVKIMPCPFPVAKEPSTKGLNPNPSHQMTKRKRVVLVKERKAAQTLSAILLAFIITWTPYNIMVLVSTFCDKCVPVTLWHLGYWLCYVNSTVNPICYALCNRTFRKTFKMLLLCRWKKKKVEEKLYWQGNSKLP
# CHRM5 PAM – CHRM5 positive allosteric modulation; activation, % at 3 µM; CHO-K1 hM5, Fluo-8 calcium, ACh EC20 PAM; 0% = ACh EC20, 100% = ACh EC100; 360,000 tested, 0.3% active; P08912;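 active means activation above the run cutoff, the mean activation of all test compounds plus 3 SD, cut at about 18% in these data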
#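 system = human M5 receptor in CHO-K1 cells | reagent = EC20 acetylcholine as agonist stimulus | compound dosing = single-point, 3 µM nominal | incubation = Fluo-8 loading 80 min at 37 °C plus 30 min room temperature | detection = Fluo-8 calcium dye fluorescence, kinetic read | benchmarks = low control EC20 acetylcholine (0%), high control EC100 acetylcholine (100%)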
# CHRM4 PAM – CHRM4 positive allosteric modulation | AID 624126 | P08173 | 360,000 tested, 0.4% active | activation, % at 3 µM | CHO-K1 hM4/Gqi5, Fluo-8 calcium fluorescence, ACh EC20; 0% = ACh EC20, 100% = maximal ACh;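 active means activation above its plate's cutoff, the mean activation of sample wells plus 3 SD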; further: some results filed as inactive read as strong as hits
# Target sequence (P08173 whole entry, looked up): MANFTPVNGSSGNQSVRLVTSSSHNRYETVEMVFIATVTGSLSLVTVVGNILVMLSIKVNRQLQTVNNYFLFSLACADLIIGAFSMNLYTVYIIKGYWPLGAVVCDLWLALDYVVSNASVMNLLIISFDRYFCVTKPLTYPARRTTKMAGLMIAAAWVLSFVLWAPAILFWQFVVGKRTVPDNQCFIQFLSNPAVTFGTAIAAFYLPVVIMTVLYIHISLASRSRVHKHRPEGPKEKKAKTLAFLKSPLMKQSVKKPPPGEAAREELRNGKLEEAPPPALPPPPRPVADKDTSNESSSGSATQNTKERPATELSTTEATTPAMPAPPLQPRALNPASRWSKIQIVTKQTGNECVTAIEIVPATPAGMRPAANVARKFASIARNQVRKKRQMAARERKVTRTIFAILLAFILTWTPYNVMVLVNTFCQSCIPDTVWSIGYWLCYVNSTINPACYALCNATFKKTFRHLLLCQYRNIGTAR
# TAAR1 ag – agonists of human TAAR1 | Q96RJ0 | AID 624467 | 360,000 tested, 0.99% active | activation, % at 3 µM | CHO RD-HGA16 TAAR1, Fluo-8 calcium fluorescence; vehicle wells 0%, saturating PEA agonist 100%;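 active means activation above the mean activation of all test compounds in the run plus 3 SD, cut at about 38% in these data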
#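 System: CHO RD-HGA16 cells carrying human TAAR1 plus Gα16; Incubation: 17-24 h seeding, 75 min 37 °C dye, 30 min RT; Measured by: Fluo-8 fluorescence, 5 s baseline then 140 s kinetic read; Control set: DMSO and PEA EC100; Replication: single well for each compound.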
# M5 ag – agonists of human muscarinic M5 receptor (CHRM5). 360,000 tested, 0.19% active. CHO-K1 hM5 cells, Fluo-8 calcium fluorescence; 0% DMSO wells, 100% maximal acetylcholine response. activation, % at 3 µM. AID 624037;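 active means activation above the run's mean over test compounds plus 3 SD, cut at about 23% in these data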;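 further: signal is peak over basal fluorescence ratio across the kinetic read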
# CRFBP-R2 agonist – CRF-BP/CRF-R2 complex agonism | HEK293 CRF-R2/CRF-BP, calcium dye fluorescence (FLIPR); percent of saturating CRF peptide response | activation, % at 13.2 µM | 350,000 tested, 0.46% active | AID 588473;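 active means activation of at least 50%, plus an integration ratio under a set limit after plate pattern correction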;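 further: plate controls were neutral control wells without compound for no effect and CRF at EC100 for full effect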
# Starred values were filed as active, the others as inactive; x = not tested or not shown.
SMILES,TAAR1 antag,CHO-K1 Ca PAM,CRFR2-BP antag,CHRM5 antagonist,CHRM5 PAM,CHRM4 PAM,TAAR1 ag,M5 ag,CRFBP-R2 agonist
COC(=O)CCC(=O)c1oc2ccccc2c1NC(=O)CCCN1C(=O)c2ccccc2C1=O,6,8,-3,-2,10,1,1,-1,-0.3
C/C(CCC1CC(C)OC1=O)=N/Nc1nc(-c2ccccc2)cs1 (stereo not drawn),1,20,-6,-3,1,4,19,2,2.6
O=C(O)CCc1ccc(-c2ccc(Br)cc2)n1-c1ccc(O)cc1,-8,5,10,-8,-1,4,1,-4,-2.4
O=C(CN(c1ccccc1Cl)S(=O)(=O)c1ccccc1)NC1CC2CCC1C2 (stereo not drawn),-13,5,-17,-4,-4,-7,2,-2,-2.0
Cc1cccc(-n2ncc3c(N4CCC(C)CC4)ncnc32)c1,-22,10,13,2,0,1,0,1,1.7
O=C(CCNS(=O)(=O)c1ccccc1F)NC1CCCCCC1,-6,19,-2,0,4,9,3,1,0.3
O=C(Nc1nc2ccccc2s1)c1ccc([N+](=O)[O-])o1,-19,-4,-2,22,-6,-3,7,-2,-0.8
O=C1C=C(c2ccc(O)cc2)C[C@@H](c2ccc(Cl)cc2)C1,31,21,-7,2,-2,8,3,-2,1.3
CN(C)C(C(=O)NC1CCCCC1)c1ccc(Cl)cc1 (stereo not drawn),-10,8,-15,-8,8,-3,11,-7,1.0
CC(C)CCN1C(=O)C2(OCCCO2)c2cc(Cl)ccc21,-9,-3,-8,9,2,-2,0,-3,2.6
O=C(CNC(=O)N1CC(=O)Nc2ccccc21)Nc1ccc(Cl)cc1Cl,-15,13,6,9,-4,-3,2,0,-0.5
CS(=O)(=O)N(CCc1ccccc1)CC(=O)N1CCN(Cc2ccc3c(c2)OCO3)CC1,5,-5,27,2,-3,-1,14,4,-0.8
CCc1ccc(NC(=O)COC(=O)/C=C/c2c(C)nn(C3CCS(=O)(=O)C3)c2Cl)cc1 (stereo not drawn),16,5,3,18,10,3,0,0,-0.2
CN1/C(=C\C=N\NC(=O)c2ccccc2Br)C(C)(C)c2ccccc21,13,16,-5,-2,-3,-13,9,-1,-1.2
C=CC[N+](C)(C)CCCNC(=O)/C=N/O,5,15,-18,3,-6,5,0,-2,-1.2
NS(=O)(=O)c1ccc(NC(=S)Nc2ccc(F)c(F)c2)cc1,-7,13,69*,-8,7,7,6,0,7.5
Cc1c(C)c(C)c(S(=O)(=O)Nc2ccc3[nH]c(=O)[nH]c3c2)c(C)c1C,0,11,0,14,2,3,0,0,-0.1
CCCCC1CC(CSc2ncn[nH]2)OC1=O (stereo not drawn),8,14,5,0,3,0,4,-1,-0.1
O=C(COC(=O)/C=C/c1ccccc1Cl)NCc1ccccc1,0,13,-1,5,-3,4,3,-1,0.2
COc1ccc2c(c1)c(C(=O)CN1CCN(C(=O)c3ccco3)CC1)c(C)n2C,-6,15,14,0,1,2,3,5,-5.3
O=C(On1c(-c2ccccc2)nc2ccccc2c1=O)c1ccco1,-3,26,-2,-1,0,24,1,-2,0.7
O=c1[nH]nc(-c2ccccc2)c2ccccc12,-6,-18,8,9,2,5,-2,3,-2.1
S=C(Nc1ccccc1)Nc1ccc2cn[nH]c2c1,-8,16,-20,-12,8,25,8,4,-0.8
CCN(Cc1nc(-c2ccccc2)no1)C(=O)c1ccc2c(c1)OCO2,-15,15,3,6,2,2,-1,-1,-0.5
CCC(=O)Nc1cc(C(=O)O)ccc1S(=O)(=O)c1ccc(C)cc1,8,22,-10,1,-2,2,1,0,0.1
# (list continues)
SMILES,TAAR1 antag,CHO-K1 Ca PAM,CRFR2-BP antag,CHRM5 antagonist,CHRM5 PAM,CHRM4 PAM,TAAR1 ag,M5 ag,CRFBP-R2 agonist
CC1(C)C(=O)Nc2ccccc2N1C(=O)COC(=O)CCSc1ccccc1,23,2,-6,1,-1,1,7,2,-3.3
O=C(CC1OCC2CCCN2C1=O)Nc1ccc([N+](=O)[O-])cc1 (stereo not drawn),11,-1,3,12,-4,-2,0,0,-0.4
C=CCSc1nc2ccccc2c(=O)[nH]1,6,20,-3,-1,2,5,0,0,0.9
CCOC(=O)C1=C[C@@H](C(C)(C)C)N(S(=O)(=O)c2ccc(OC)cc2)[C@H]1c1ccccc1,13,21,x,-4,-2,-7,8,-1,x
CCCN1C(=O)C(NC(=O)c2ccncc2)(C(F)(F)F)C2=C1CC(C)(C)CC2=O (stereo not drawn),-19,20,-19,-12,5,5,5,3,-1.0
Cc1oc2c(Cl)c(Cl)c(O)c(CN(C)C)c2c1C(=O)c1ccc(Cl)cc1,-26,-2,-6,-7,8,-8,5,-4,-0.7
Cc1ccc(/C=C/C2=NN(C)C(=O)CC2)cc1,6,-8,0,4,12,14,-1,0,0.0
CC(Sc1nnc(C2CC2)n1N)C(=O)NC1CCCCC1C (stereo not drawn),-24,16,22,10,1,-1,0,-3,-3.0
CCOc1ccc(NC(=O)C2CC(=O)N(CCc3ccccc3)C2)cc1OC (stereo not drawn),-7,-3,1,0,-4,16,1,-4,4.1
CC(=O)c1ccccc1NCC(=O)Nc1ccc(C)cc1,-5,11,7,-1,5,0,-1,-1,0.8
CCOC(=O)N1CCC(NC(=O)Cn2ncc3c2-c2cc(C)ccc2OC3)CC1,-14,13,-16,0,0,1,2,2,-0.8
COc1cccc(C(=O)Nc2ccc(S(=O)(=O)N3CCCCC3)cc2)c1OC,21,9,-2,-12,-8,-10,1,-2,4.5
CCN1C(=O)C(=O)N(CC(=O)c2cc(C)n(C3CC3)c2C)C1=O,-10,12,-3,-2,11,5,11,1,-0.2
CCOc1ccc(S(=O)(=O)NN=C2CCN(C(C)=O)CC2)cc1,-11,17,-2,6,-4,-9,0,-1,-0.1
CCCCc1ccc(S(=O)(=O)Nc2ccc(C)c(NS(C)(=O)=O)c2)cc1,3,-1,-7,19,-10,-12,13,5,-0.1
COCc1cc(C)nc(OCC(=O)N/N=C/c2ccccc2O)c1C#N,0,-7,-21,-8,0,5,6,-3,1.7
CCCn1nc(C(=O)N(C)CC(=O)Nc2ccc(OCC)c(OCC)c2)c2ccccc2c1=O,-4,-7,-17,-1,0,7,0,2,-0.3
Cc1noc(C(C)C)c1C(=O)Nc1ccc(-c2nnc3n2CCCCC3)cc1,-19,5,-5,14,-4,-8,0,-10,-1.6
CCOc1cc(C2NC(=O)NC(C)=C2C(=O)OCc2ccccc2)ccc1O (stereo not drawn),-14,-7,8,7,-9,-9,5,2,0.1
N#CCCn1cc(C(=O)Nc2cccc(C(=O)O)c2)c(-c2ccc(Cl)cc2)n1,-13,12,2,-1,3,6,0,-2,-1.0
COC(C[C@@H]1O[C@@H]1C(=O)COCc1ccccc1)OC,15,11,-8,10,0,10,11,3,2.0
COc1ccc(OCCOC(=O)CNS(=O)(=O)c2ccc(SC)c([N+](=O)[O-])c2)cc1,27,6,10,11,-2,-3,7,-1,0.4
CC(C)n1cc(C(=O)N2CCCC(N3CCN(c4ccc(F)cc4)CC3)C2)cn1 (stereo not drawn),-19,7,15,18,-6,-1,0,-4,0.3
O=C(Nc1c(F)cc(F)cc1Br)c1ccco1,x,15,13,-10,9,12,x,3,-0.9
Cc1cc2ccc3ccccc3c2cc1CN(C)C,-9,-17,-10,3,0,3,3,-7,-0.2

# Looked up by compound from the list above, 3 records:
SMILES,TAAR1 antag,CHO-K1 Ca PAM,CRFR2-BP antag,CHRM5 antagonist,CHRM5 PAM,CHRM4 PAM,TAAR1 ag,M5 ag,CRFBP-R2 agonist
CCOc1cc(C2NC(=O)NC(C)=C2C(=O)OCc2ccccc2)ccc1O (stereo not drawn),-14,-7,8,7,-9,-9,5,2,0.1
COc1ccc(OCCOC(=O)CNS(=O)(=O)c2ccc(SC)c([N+](=O)[O-])c2)cc1,27,6,10,11,-2,-3,7,-1,0.4
N#CCCn1cc(C(=O)Nc2cccc(C(=O)O)c2)c(-c2ccc(Cl)cc2)n1,-13,12,2,-1,3,6,0,-2,-1.0

# The list continues:
SMILES,TAAR1 antag,CHO-K1 Ca PAM,CRFR2-BP antag,CHRM5 antagonist,CHRM5 PAM,CHRM4 PAM,TAAR1 ag,M5 ag,CRFBP-R2 agonist
COc1ccc(/C=N/NC(=O)c2cc(-c3ccccc3)nc3ccccc23)c(C(=O)O)c1OC,-7,21,10,-1,1,4,-1,-2,-2.1
O=C(OCC(=O)c1ccc[nH]1)c1cncc(Br)c1,7,-16,-5,-1,-7,-1,1,3,2.1
O=C(O)C1(c2ccccc2)CCN(S(=O)(=O)c2ccc(Cl)cc2)CC1,3,16,15,2,4,-2,6,5,0.3
CC1=CC(C)(C)NC(=S)N1c1ccccc1,-15,3,1,-11,-6,8,-3,-4,6.0
CCC(C(=O)OC)n1cnc2c(nnn2-c2cccc(Cl)c2)c1=O (stereo not drawn),-20,-1,31,10,-11,-9,0,3,0.2
Cc1ccc(C(=O)N/N=C\c2cc(Br)c(Br)o2)cn1,-9,11,-5,11,4,0,3,3,10
CCCCC(=O)Nc1cc([N+](=O)[O-])ccc1F,-3,19,-16,-2,13,12,7,-5,1.0
O=S(=O)(/N=C(/Nc1nc2ccccc2s1)c1ccccc1)c1ccccc1,3,-11,-4,3,-6,9,2,2,0.0
O=C(Nc1ccc2c(c1)OCO2)c1ccc(N2C(=O)c3ccccc3C2=O)cc1,9,17,14,-8,5,4,3,-4,-1.2
O=C(NC1CCN(S(=O)(=O)c2ccc(Cl)cc2)CC1)C1CCCCC1,-17,18,5,6,5,1,-1,-2,0.9
COc1ccc(OCc2ccc(C(=O)O)cc2)cc1,-13,-12,-29,0,2,2,6,-10,0.0
COc1cc2c(cc1OC)CN(C(=O)c1ccc(Br)o1)CC2,6,2,-5,3,-4,8,-1,1,-0.7
CC1CCC(NCC(=O)Nc2cccc(S(N)(=O)=O)c2)CC1 (stereo not drawn),8,10,-38,-2,2,-4,0,3,28
CCc1ccc(C(=O)Nc2ccc(OC)c(S(=O)(=O)N3CCCCC3)c2)cc1,16,-3,3,1,-6,-8,4,4,-1.3
CN(c1ccc(C(=O)Nc2ccccc2Sc2ccccc2)cc1)S(C)(=O)=O,33,0,2,0,-13,-7,9,1,5.0
COC(=O)c1sc2nc3c(cc2c1N)C(=O)CC(C)(C)C3,-8,5,1,-3,1,6,16,-2,0.2
O=C(c1cc(-c2ccc(Cl)cc2)on1)N1CCN(c2ccc(F)cc2)CC1,10,10,-19,7,4,-2,7,-1,0.5
Nc1ccc2oc(-c3cc(Br)ccc3Cl)nc2c1,x,-5,-16,0,-8,-7,x,-1,-1.4
